# PolyA inh – yeast polyadenylation inhibition; calls only at 12 µM; actives 0.02% (n = 300,000); S. cerevisiae SKY197-pL101 polyadenylation reporter, beta-gal luminescence; efflux-impaired pdr1/pdr3 knockout yeast; score 100 = 6 SD above DMSO; AID 1875;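 active = lowest replicate activity score at least 50, where 100 means six control SD above control mean; inconclusive = lowest score under 50 but half or more replicates reach 50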;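 note: yeast exposed to compound for 9 h at 30 °C; higher score means more reporter readthrough which indicates perturbed polyadenylation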
# AI-2 QS modul – Vibrio harveyi AI-2 quorum sensing modulation; Vibrio harveyi JMH597 AI-2 luminescence/OD600 ratio, 9 h; hits give low values; strain lacks LuxN and CqsS sensors; 0 = neutral-control median; activity change, % at 7.5 µM; actives 0.4% (n = 300,000); in the data active = activity change below about -75%, passing the limit was not always enough; inconclusive = no clear call, values can overlap the other calls;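 note: luminescence divided by OD600 gain over 9 h not by final OD600 alone; inactives centre near 13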
# HSF1 inh – HSF1 inhibition; NIH3T3-HGL HSE-luciferase, MG132-induced, luminescence 8 h; hits give low values; activity change, negative = inhibition, % at 7.5 µM (by protocol); actives 0.77% (n = 300,000); AID 2098;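 active = more than half of replicate wells show activity change below -50%, luminescence cut by over half; inconclusive = some wells, but at most half, below -50%; inactive = no replicate well below -50%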;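 note: luciferase reports HSF-1 transcriptional activity via heat shock element; 0% = median of DMSO wells and -100% = zero luminescence signal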
# Dyrk1A ADPGlo – blocks rat Dyrk1A kinase activity; actives 0.43% (n = 310,000); ADP-Glo luminescence, NFATc1 peptide; AID 504441; inhibition, % at 12.5 µM; Q63470; in the data active = inhibition above about 50%;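 note: plate controls were vehicle with enzyme for no effect and no enzyme for full effect; many of its hits are not listed in these tables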
# GSK3beta inhib – inhibitors of human GSK3beta kinase | P49841 | GST-GSK3beta kinase, ADP-Glo luminescence, 60 min; hits give low values | activity score (negative = inhibition), % at 10 µM | actives 0.038% (n = 300,000) | AID 2097;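 active = more than half of replicate wells score below -50%, meaning over 50% inhibition versus plate controls; inconclusive = some replicates but at most half score below -50%; inactive = no replicate scores below -50%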;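 note: 0% = median DMSO wells and -100% = median GW8510 positive control wells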
# Target sequence (P49841 whole entry, looked up): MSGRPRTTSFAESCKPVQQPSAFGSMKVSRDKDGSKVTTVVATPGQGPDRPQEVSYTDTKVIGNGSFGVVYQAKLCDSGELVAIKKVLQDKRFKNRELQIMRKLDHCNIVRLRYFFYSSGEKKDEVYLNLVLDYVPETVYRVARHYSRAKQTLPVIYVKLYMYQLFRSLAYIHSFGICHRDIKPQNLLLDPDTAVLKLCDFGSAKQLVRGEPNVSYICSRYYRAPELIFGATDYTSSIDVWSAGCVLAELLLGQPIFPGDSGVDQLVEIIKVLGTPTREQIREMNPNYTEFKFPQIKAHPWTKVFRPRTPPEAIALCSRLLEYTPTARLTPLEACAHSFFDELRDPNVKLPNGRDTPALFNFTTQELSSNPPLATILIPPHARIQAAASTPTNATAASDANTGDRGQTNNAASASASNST
#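 Test system – GST-tagged human GSK3beta kinase, cell-free · Incubation – 60 min enzyme reaction, room temperature · Signal – ADP-Glo luminescence · Also added – peptide substrate and ATP at 25 µM · Controls – DMSO neutral wells and GW8510 at 20 µM as positive · Buffer or medium – Tris/MgCl2 kinase buffer · Measure – Luminescence-derived activity versus plate DMSO and GW8510 wells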
# HDAC3 inhib – inhibitors of human histone deacetylase 3; O15379; recombinant HDAC3, fluorogenic peptide/trypsin coupled, fluorescence; inhibition, % at 8.3 µM; actives 0.15% (n = 320,000); in the data active = inhibition above about 26%, passing the limit was not always enough; inconclusive = no clear call, values can overlap the other calls
# HSF1 activator – increases HSF-1 driven luciferase reporter signal; NIH3T3-HGL HSF-1 luciferase reporter, MG132, 8 h; 100% = twice DMSO control signal; activation, % at 9 µM; actives 1.7% (n = 300,000); AID 504408;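 active = mean replicate activation of at least 50% with a set share of replicates each reaching 50%; inconclusive = only one of those two conditions met; inactive = mean below 50% and too few replicates reaching it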;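 note: 0% = median of the neutral control wells and 100% = twice that signal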
# Platelet DG rel – modulates dense granule release in human platelets; human platelet-rich plasma, SFLLRN dense granule ATP release, luminescence; inhibition, %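 (compounds screened at 7.5 µM in platelet-rich plasma)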; actives 0.22% (n = 300,000); AID 1663;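 active = mean replicate score, as percent of positive control, at or above 50; inconclusive = mean below 50 but at least one replicate at or above 50; inactive = mean and every replicate below 50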
# HSP90 refold inh – HSP90 refolding inhibition in rabbit reticulocyte lysate; luciferase refolding luminescence, 3 h; inhibition, % at 5.6 µM; actives 0.91% (n = 290,000); AID 1789;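 active = inhibition above the screen-wide mean plus 3 SD, computed separately per campaign, cut at about 16% in these data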;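 note: 0% = DMSO wells and 100% = 60 µM geldanamycin wells; inhibitors lower the luminescence because luciferase stays unfolded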
# GSK3A inh – human GSK-3 alpha kinase inhibition. P49840. ADP-Glo luminescence, 60 min. inhibition, % at 10 µM. actives 0.1% (n = 320,000). AID 2650;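 in the data active = inhibition above about 50%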;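 note: GST-tagged GSK-3 alpha with peptide substrate and 25 µM ATP; 0% = DMSO neutral wells and 100% = GW8510 positive control wells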
# Target sequence (P49840 whole entry, looked up): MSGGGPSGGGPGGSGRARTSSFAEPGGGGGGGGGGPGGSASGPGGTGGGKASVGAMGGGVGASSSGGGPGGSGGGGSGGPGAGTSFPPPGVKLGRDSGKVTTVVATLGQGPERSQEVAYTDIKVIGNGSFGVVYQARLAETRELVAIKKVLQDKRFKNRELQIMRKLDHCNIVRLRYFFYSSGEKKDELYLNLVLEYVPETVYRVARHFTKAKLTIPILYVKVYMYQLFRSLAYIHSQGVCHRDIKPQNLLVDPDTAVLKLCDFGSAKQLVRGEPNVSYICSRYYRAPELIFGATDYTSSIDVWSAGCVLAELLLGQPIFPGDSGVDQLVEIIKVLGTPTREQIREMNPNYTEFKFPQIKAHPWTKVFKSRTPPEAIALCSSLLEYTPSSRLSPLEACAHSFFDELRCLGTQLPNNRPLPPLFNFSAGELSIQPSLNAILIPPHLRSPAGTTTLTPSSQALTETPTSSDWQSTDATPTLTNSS
# Numbers without * were called inactive; i = inactive; ? = inconclusive; . = no result given; & = joins results of further samples. An excerpt; rates above refer to the full screens.
1) CCOC(=O)N1CCC(NC(=O)C(NS(=O)(=O)c2cccc3nsnc23)c2ccccc2)CC1 (stereo not drawn)
2) COc1ccccc1NC(=S)N(Cc1cccs1)C1CCCC1
3) Cn1ncc2c(=O)[nH]cnc21
4) O=C(NCCCN1CCOCC1)c1ccc(Sc2ccc(F)cc2)c([N+](=O)[O-])c1
5) COc1ccc(NC(=O)CN(C)C(=O)C2CC(=O)N(Cc3ccc(C)cc3)C2)cc1 (stereo not drawn)
6) COc1cccc(C(=O)OCCN2C(=O)c3ccccc3C2=O)c1OC

assay / entry,1,2,3,4,5,6
PolyA inh,i,i,i,i,i,i
AI-2 QS modul,33,1,4,8,13,17
HSF1 inh,-10,12,-3,-3,1,17
Dyrk1A ADPGlo,.,.,-4,8,1,5
GSK3beta inhib,0,2,0,1,1,2
HDAC3 inhib,.,-3,6,-9,4,-4
HSF1 activator,-3,41,0,14,-6,31
Platelet DG rel,-4,-1,-1,2,-5,1
HSP90 refold inh,-4,0,2,1,.,3
GSK3A inh,6,0,1,-4,0,-3

7) CN(C)c1ccc(C(=O)OCc2ccc(Br)cc2)cc1
8) O=C(NC1CC2CCC1C2)C1CCN(S(=O)(=O)c2ccc(-c3nn[nH]n3)cc2)CC1 (stereo not drawn)
9) CCOc1ccc(N(C)S(=O)(=O)c2ccc3[nH]cc(C(=O)NCC4CCCO4)c(=O)c3c2)cc1 (stereo not drawn)
10) COc1ccccc1/C=C/C(=O)NCC(=O)N/N=C(\CCC(=O)O)c1ccccc1
11) COc1ccc(C)cc1NC(=O)CN(C)C1CCCCC1
12) S=C(NC1CCCCC1)N1CCOCC1

assay / entry,7,8,9,10,11,12
PolyA inh,i,i,i,i,i,i
AI-2 QS modul,10,17,18,31,23,16
HSF1 inh,9,-1,1,3,1,7
Dyrk1A ADPGlo,-1,0,-2,0,-9,2
GSK3beta inhib,0,2,0,-3,0,2
HDAC3 inhib,2,-3,1,-2,-6,-6
HSF1 activator,10,-4,-10,8,0,33
Platelet DG rel,-1,3,-1,2,1,-1
HSP90 refold inh,-2,3,0,-1,4,1
GSK3A inh,0,.,-3,-4,-3,-2

# Part of the list above, as tab-separated lines.
entry	Structure	PolyA inh	AI-2 QS modul	HSF1 inh	Dyrk1A ADPGlo	GSK3beta inhib	HDAC3 inhib	HSF1 activator	Platelet DG rel	HSP90 refold inh	GSK3A inh
2	COc1ccccc1NC(=S)N(Cc1cccs1)C1CCCC1	i	1	12	.	2	-3	41	-1	0	0
3	Cn1ncc2c(=O)[nH]cnc21	i	4	-3	-4	0	6	0	-1	2	1
4	O=C(NCCCN1CCOCC1)c1ccc(Sc2ccc(F)cc2)c([N+](=O)[O-])c1	i	8	-3	8	1	-9	14	2	1	-4
5	COc1ccc(NC(=O)CN(C)C(=O)C2CC(=O)N(Cc3ccc(C)cc3)C2)cc1 (stereo not drawn)	i	13	1	1	1	4	-6	-5	.	0
6	COc1cccc(C(=O)OCCN2C(=O)c3ccccc3C2=O)c1OC	i	17	17	5	2	-4	31	1	3	-3
7	CN(C)c1ccc(C(=O)OCc2ccc(Br)cc2)cc1	i	10	9	-1	0	2	10	-1	-2	0
8	O=C(NC1CC2CCC1C2)C1CCN(S(=O)(=O)c2ccc(-c3nn[nH]n3)cc2)CC1 (stereo not drawn)	i	17	-1	0	2	-3	-4	3	3	.
9	CCOc1ccc(N(C)S(=O)(=O)c2ccc3[nH]cc(C(=O)NCC4CCCO4)c(=O)c3c2)cc1 (stereo not drawn)	i	18	1	-2	0	1	-10	-1	0	-3
10	COc1ccccc1/C=C/C(=O)NCC(=O)N/N=C(\CCC(=O)O)c1ccccc1	i	31	3	0	-3	-2	8	2	-1	-4
11	COc1ccc(C)cc1NC(=O)CN(C)C1CCCCC1	i	23	1	-9	0	-6	0	1	4	-3
12	S=C(NC1CCCCC1)N1CCOCC1	i	16	7	2	2	-6	33	-1	1	-2

# Remaining list, next part.
13) CCN(CC)C(=O)[C@]1(c2ccccc2)C[C@@H]1CN
14) CCOc1ccc(N(CC(=O)N2CCN(c3ccc(F)cc3)CC2)S(=O)(=O)c2c(C)noc2C)cc1
15) O=C(Nc1cnc2ccccc2c1)c1cccnc1
16) CCNC(=O)CN(c1ccc(Oc2ccccc2)cc1)S(=O)(=O)c1ccccc1
17) Cc1cc(C)c2c(=O)[nH]c(SCC(=O)NCc3ccccc3)nc2n1
18) Cc1nc2sc(-c3ccccc3)cc2c(=O)n1N

assay / entry,13,14,15,16,17,18
PolyA inh,i,i,i,i,i,i
AI-2 QS modul,5,12,-8,7,45,8
HSF1 inh,-1,7,21,1,14,-11
Dyrk1A ADPGlo,.,-9,12,-2,.,11
GSK3beta inhib,-1,-1,0,0,0,-1
HDAC3 inhib,-5,2,-4,0,-1,0
HSF1 activator,-14,24,31,4,21,3
Platelet DG rel,-3,-1,8,10,7,80*
HSP90 refold inh,1,11,4,6,-1,19*
GSK3A inh,1,-1,1,0,-1,0

19) COC(=O)c1cccc(NC(=O)Nc2ccc(Cl)c(Cl)c2)c1
20) Cc1cc2oc(=O)cc(CN3CCOCC3)c2cc1Cl
21) CC(C)c1ccc(NC(=O)COC(=O)CCC(=O)c2cccs2)cc1
22) O=C(NCc1ccco1)C(c1ccccc1)N(Cc1cccnc1)C(=O)Cn1nnc2ccccc21 (stereo not drawn)
23) O=C(NCc1ccc2c(c1)OCO2)C1CCN(S(=O)(=O)c2ccc(F)cc2)CC1
24) CCOCCCNC(=O)c1cccs1

assay / entry,19,20,21,22,23,24
PolyA inh,i,i,i,i,i,i
AI-2 QS modul,11,12,12,-4,0,9
HSF1 inh,-4,-3,-4,5,-5,0
Dyrk1A ADPGlo,22,-6,10,-2,.,7
GSK3beta inhib,1,3,1,1,1,1
HDAC3 inhib,-2,4,9,-3,14,5
HSF1 activator,-1,-16,-6,17,16,1
Platelet DG rel,-15,22,12,13,?,-2
HSP90 refold inh,-7,0,-2,6,1,0
GSK3A inh,3,-3,0,-1,2,-2

25) COc1ccc([N+](=O)[O-])cc1C1NN=C(c2ccccc2O)S1 (stereo not drawn)
26) CC1(C)CCCC2=C1CC1C(=O)N(c3ccccc3)C(=O)C1C2 (stereo not drawn)
27) COC(=O)c1ccc(OC(=O)CN2C(=O)c3ccccc3C2=O)cc1
28) Cc1cccc(C(=O)NCCc2ccc(S(N)(=O)=O)cc2)c1[N+](=O)[O-]
29) C=CCn1c(Cc2c[nH]c3ccccc23)n[nH]c1=S
30) Cc1c(NS(=O)(=O)c2cc(C(=O)NCC3CCCO3)cc(Cl)c2Cl)c(=O)n(-c2ccccc2)n1C (stereo not drawn)

assay / entry,25,26,27,28,29,30
PolyA inh,i,i,i,i,i,i
AI-2 QS modul,14,19,8,29,11,16
HSF1 inh,37,-1,-9,3,-9,-2
Dyrk1A ADPGlo,-6,3,-2,-1,-8,16
GSK3beta inhib,1,1,2,1,1,-1
HDAC3 inhib,8,0,6,-10,6,-4
HSF1 activator,27,-2,-8,3,-1,-14
Platelet DG rel,2,-51,-11,-10,-7,6
HSP90 refold inh,-2,-1,0,-4,3,.
GSK3A inh,1,2,-1,-5,0,-2

31) Nc1nnc(SCc2ccc3c(c2)OCO3)s1
32) Cc1c(NS(=O)(=O)c2ccc(N3CCCCC3)c([N+](=O)[O-])c2)c(=O)n(-c2ccccc2)n1C
33) COc1ccccc1C(=O)Nc1cc2ccccc2oc1=O
34) Cc1oc(-c2ccccc2Cl)nc1CS(=O)CC(=O)NCc1ccco1 (stereo not drawn)
35) Cc1cc(C)n2nc[n+](C)c2n1
36) CC1CC2(CCCC2)N(C(=O)N(C)C)c2ccc(F)cc21 (stereo not drawn)

assay / entry,31,32,33,34,35,36
PolyA inh,i,i,i,i,i,i
AI-2 QS modul,14,38,10,10,21,13
HSF1 inh,-3,-18,22,3,-9,-4
Dyrk1A ADPGlo,18,0,3,3,2,1
GSK3beta inhib,-1,3,1,3,1,4
HDAC3 inhib,-1,-1,-13,-2,7,3
HSF1 activator,4,-18,41,5,10,0
Platelet DG rel,0,9,6,6,-4,0
HSP90 refold inh,1,-5,-1,0,1,-1
GSK3A inh,2,-5,-4,-2,-1,0

37) CCOC(=O)N1CCC(NC(=O)CN2C(=O)COc3ccc(C(C)(C)C)cc32)CC1
38) COc1ccc(C(=O)C(c2ccccc2)N2CCOCC2)cc1 (stereo not drawn)
39) CCOC(=O)c1sc(C)c2c1NC(C)(c1cccs1)NC2=O (stereo not drawn)
40) COC(=O)C1=C(C)NC(C)=C(C(=O)OC)C1C(=O)OC(C)C(=O)c1ccccc1 (stereo not drawn)
41) O=C(NCc1ccccn1)C1CCCN(S(=O)(=O)c2cccc3nsnc23)C1 (stereo not drawn)
42) CCN(CC)S(=O)(=O)c1cccc(-c2nnc(SCC(=O)NC)n2CCc2ccccc2)c1

assay / entry,37,38,39,40,41,42
PolyA inh,i,i,i,i,i,i
AI-2 QS modul,14,15,9,42,38,0
HSF1 inh,-2,-7,15,-8,3,-2
Dyrk1A ADPGlo,0,6,11,0&0,-1,2
GSK3beta inhib,1,2,-1,-2,2,-7
HDAC3 inhib,5,-8,0,3&-1,4,7
HSF1 activator,0,3,24,-13,-18,-9
Platelet DG rel,-9,0,-13,6,1,5
HSP90 refold inh,3,1,6,0,1,0
GSK3A inh,1,-1,1,0&-1,2,0

43) C=CCC1(CC=C)CCCN1C(=O)CC1C(=O)NCCN1Cc1cc(OC)cc(OC)c1 (stereo not drawn)
44) O=C1c2cccc([N+](=O)[O-])c2C(=O)N1CCO
45) COc1ccc(-c2nc3ccccc3nc2-c2ccc(OC)cc2)cc1
46) Cc1ccc(C(=O)N2CCCC(Nc3cccc(F)c3)C2)cc1N1CCNC1=O (stereo not drawn)
47) O=[N+]([O-])c1ccc(N2CCN(c3ccc(O)cc3)CC2)c(Cl)c1
48) O=C(c1ccccc1Br)N1CCn2c1nc1ccccc12

assay / entry,43,44,45,46,47,48
PolyA inh,i,i,i,i,i,i
AI-2 QS modul,19,19,25,16,-6,9
HSF1 inh,6,3,1,5,-5,0
Dyrk1A ADPGlo,-6,-7,0,6,0,3
GSK3beta inhib,2,0,-3,1,2,1
HDAC3 inhib,3,-2,-3,2,9,6
HSF1 activator,4,9,-14,1,13,3
Platelet DG rel,19,0,-1,2,-7,11
HSP90 refold inh,3,1,-1,0,-1,-1
GSK3A inh,0,0,-2,2,4,0

# Screens: PubChem BioAssay, several laboratories
